697 NFkB inh = inhibitors of the PMA/ionomycin-induced NF-kB reporter in 697 B cells; 697 B-cell NF-kB luciferase reporter, 16 h; inhibition, % at 4 µM; 330,000 tested, 0.33% active; AID 435022; in the data active = inhibition above about 35%
CCR6 antag = antagonists of human CCR6 receptor; P51684; CHO-K1 CCR6 PathHunter beta-arrestin, luminescence, CCL20-stimulated; inhibition, % at 20 µM; 340,000 tested, 0.49% active; AID 493098;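 active = compounds whose inhibition of the agonist-driven luminescence signal at 20 µM reaches about 50%, limit read from the data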;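 also: cells stimulated with CCL20 at 14 nM final; plate controls were DMSO with CCL20 for no effect and DMSO without agonist for full effect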
Target sequence (P51684 whole entry, looked up): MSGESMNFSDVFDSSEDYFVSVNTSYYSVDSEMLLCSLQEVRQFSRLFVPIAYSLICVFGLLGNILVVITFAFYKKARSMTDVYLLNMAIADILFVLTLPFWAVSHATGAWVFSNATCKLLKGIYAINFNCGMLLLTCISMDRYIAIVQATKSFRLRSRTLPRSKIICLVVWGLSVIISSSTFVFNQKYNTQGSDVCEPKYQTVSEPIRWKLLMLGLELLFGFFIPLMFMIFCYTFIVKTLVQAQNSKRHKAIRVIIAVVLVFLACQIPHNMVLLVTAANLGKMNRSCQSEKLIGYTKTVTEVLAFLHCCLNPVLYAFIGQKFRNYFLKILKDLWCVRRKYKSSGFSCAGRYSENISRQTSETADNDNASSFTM
EBI2 antag = antagonists of human EBI2 receptor | P32249 | EBI2 beta-arrestin recruitment, luminescence, 7a,25-OHC stimulated | inhibition, % at 5 µM | 360,000 tested, 0.81% active; in the data active = inhibition above about 38%;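 also: enzyme fragment complementation signal reports receptor beta-arrestin coupling in cells; 0% = agonist plus DMSO wells and 100% = wells without agonist; some results beyond the cut were filed as inactive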
CXCR6 block = inhibitors of human CXCR6 receptor | inhibition, % at 20 µM | CHO-K1 PathHunter CXCR6 beta-arrestin, luminescence | 360,000 tested, 0.36% active; in the data active = inhibition above about 34%, passing the limit was not always enough;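 also: antagonist mode with CXCL16 agonist at 10 nM final; 0% = 10 nM CXCL16 with DMSO and 100% = unstimulated wells without agonist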
UBC13 polyUb = inhibitors of human UBC13 polyubiquitin chain formation; 330,000 tested, 0.47% active; P61088; TR-FRET; inhibition, % at 20 µM; in the data active = inhibition above about 45%, passing the limit was not always enough
Target sequence (P61088 whole entry, looked up): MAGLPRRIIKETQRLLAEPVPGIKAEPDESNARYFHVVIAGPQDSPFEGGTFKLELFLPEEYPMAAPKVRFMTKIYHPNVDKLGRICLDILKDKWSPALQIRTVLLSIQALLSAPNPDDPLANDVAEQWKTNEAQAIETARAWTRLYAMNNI
Jurkat NFkB inh = inhibitors of the PMA/ionomycin-induced NF-kB reporter in Jurkat cells. AID 435003. inhibition, % at 4 µM. 330,000 tested, 0.53% active. PMA/ionomycin-induced NF-kB luciferase reporter, luminescence; in the data active = inhibition above about 50%
APJ antagonist = blocks the human apelin receptor APJ | CHO-K1 APJ beta-arrestin complementation, luminescence | P35414 | 330,000 tested, 0.32% active | inhibition, % at 20 µM;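 active = inhibition above about 40% at 20 µM, limit read from the data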;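 also: cells challenged with 10 nM apelin-13 agonist together with compound; plate controls were apelin-13 plus DMSO wells for no effect and DMSO wells lacking apelin-13 for full effect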
Target sequence (P35414 whole entry, looked up): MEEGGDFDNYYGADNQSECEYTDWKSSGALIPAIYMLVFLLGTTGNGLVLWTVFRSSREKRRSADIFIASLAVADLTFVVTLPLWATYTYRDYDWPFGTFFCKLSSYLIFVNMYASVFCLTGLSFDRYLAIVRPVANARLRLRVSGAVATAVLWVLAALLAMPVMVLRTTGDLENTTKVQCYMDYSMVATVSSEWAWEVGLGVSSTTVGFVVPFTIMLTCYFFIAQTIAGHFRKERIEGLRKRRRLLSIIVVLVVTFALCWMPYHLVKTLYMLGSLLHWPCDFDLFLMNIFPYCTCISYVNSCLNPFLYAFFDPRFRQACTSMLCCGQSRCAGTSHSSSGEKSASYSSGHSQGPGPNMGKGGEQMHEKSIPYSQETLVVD
Gli-Sufu block = Gli-Sufu pathway antagonism | Sufu-KO-LIGHT fibroblasts, Gli luciferase reporter luminescence | inhibition, % at 5 µM | 340,000 tested, 0.74% active;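 active = inhibition above about 55%, limit read from the data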;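 also: 0% = DMSO-treated cells and 100% = wells with medium but no cells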
* marks the source's active call; other numbers are inactive results; . = no result given. Compounds as they come, and some 3% of all compounds hit somewhere here.

Every second line gives: 697 NFkB inh, CCR6 antag, EBI2 antag, CXCR6 block, UBC13 polyUb, Jurkat NFkB inh, APJ antagonist, Gli-Sufu block
1) Cc1ccc(S(=O)(=O)N2CCCC(C(=O)NC3CCCC3)C2)cc1Cl (centres undefined)
→ -7, 16, 7, -2, 4, -13, -3, -4
2) Nc1c(-c2cccc(Cl)c2)cnn1-c1cccc([N+](=O)[O-])c1
→ -52, 22, 11, -6, -2, -26, -1, -22
3) CCCCC1CCC(C(=O)N(CC(C)C)c2c(N)n(Cc3ccccc3)c(=O)[nH]c2=O)CC1 (centres undefined)
→ 8, 11, ., ., -7, 15, 7, 8
4) O=Cc1ccc(Oc2cnccn2)cc1
→ 6, 11, -2, 12, -8, -11, 8, 16
5) Cc1ccc(C)c(NC(=O)COC(=O)c2ccc(S(=O)(=O)N3CCCCC3)cc2)c1
→ 5, 7, -3, -7, -16, 10, 7, -4
6) OCCNCCSc1nc(C2CCCCC2)n(-c2ccccc2Cl)n1
→ -8, 10, 6, 15, 28, -3, 6, -2
7) Nc1ccc(C(=O)N2CCCC2)cc1
→ 12, 13, -11, -6, 0, 6, -1, 6
8) O=C(NC(Cc1c[nH]c2ccccc12)C(=O)NCCCN1CCOCC1)c1cccs1 (centres undefined)
→ 8, 6, -10, -4, 2, 3, -4, -1
9) Cc1cccc(OCc2nnc(SCC(=O)O)n2Cc2ccccc2)c1
→ 1, 1, 2, 4, -9, -2, -30, 2
10) O=C(Oc1ccccc1)c1ccc2c(c1)C(=O)N(Cc1ccncc1)C2=O
→ 13, -4, 14, 2, -7, 3, -20, -1
11) NC(N)=NCCC[C@H](NC(=O)OCc1ccccc1)C(=O)O
→ -6, -8, -2, 0, -8, -15, -15, -2
12) CCc1c(C)nc(SC/C=C/c2ccccc2)[nH]c1=O
→ 24, -1, 6, -9, 2, 1, 11, 5
13) Cc1c(C)c2ccc(OS(C)(=O)=O)c(C)c2oc1=O
→ 4, 6, -7, 7, 13, 8, 2, -2
14) N=C1C(c2ccccc2)=C(O)CN1c1cccc(S(=O)(=O)Nc2cccc(C(F)(F)F)c2)c1
→ 9, 18, -3, -4, 4, -4, -1, 6
15) COc1cccc(NS(=O)(=O)c2ccc(NC(C)=O)cc2)c1
→ 4, 1, -3, -13, 7, 10, 12, 6
16) CN1C(=O)OC(C)(C)C1=O
→ -4, ., 4, -8, -13, -14, -31, .
17) O=C(Nc1nc2c(s1)CCc1ccccc1-2)c1cccs1
→ -26, 20, 7, -10, 17, -19, 9, 14
18) CCCCN(C(=O)c1cccc(S(=O)(=O)N2CCOCC2)c1)c1c(N)n(CCC)c(=O)[nH]c1=O
→ 4, -14, -10, -4, -9, -13, -14, 10
19) COc1ccc(-c2csc(NC(=O)C3CC(=O)N(Cc4ccccc4)C3)n2)cc1OC (centres undefined)
→ 6, -1, 10, -8, 10, -15, 10, 4
20) COCCNC(=O)c1cccc(OC2CCN(C(C)COc3ccccc3)CC2)c1 (centres undefined)
→ -11, 2, -1, 0, 10, 13, 1, 20
21) O=C(COC(=O)CNC(=O)c1ccccc1F)Nc1ccc2c(c1)OCCO2
→ -18, -12, -10, -4, 7, 0, -11, -1
22) O=C(COc1ccc(Br)cc1)Nc1ccc(S(=O)(=O)Nc2ccccn2)cc1
→ -3, 3, 43*, 2, -3, 6, -7, -4
23) Cc1nn(Cc2ccc([N+](=O)[O-])cc2)c(=O)n1-c1cccc(F)c1
→ 17, 1, 8, 1, 10, 7, 7, -5
24) CC1O[C@@H](O[C@H](C)CC/C=C/C(=O)O)C(O)C[C@H]1O (some centres undefined)
→ 18, -1, -6, -2, 5, 3, 13, -3
25) Cc1cc(C)c(S(=O)(=O)N2CCCOC2CNC(=O)C(=O)NCc2ccccn2)c(C)c1 (centres undefined)
→ 12, -1, 3, 13, 8, 0, 1, -12
26) COc1ccccc1N1CCN(CC(=O)Nc2ccc(-n3cnnn3)cc2)CC1
→ -10, 5, -12, 1, -5, 2, -3, 9
27) N#Cc1ccc(NC(=O)Cn2cnc(S(=O)(=O)N3CCOCC3)c2)cc1
→ 0, -1, -4, -3, -5, 13, -3, -13
28) Cc1cc(=O)n2[nH]c(N3C(=O)CCC3=O)nc2n1
→ 13, 1, 1, -3, 2, 9, 13, -2
29) COc1ccc(Br)c(-c2nc(CS(=O)(=O)c3ccc(F)cc3)no2)c1
→ -7, 9, -1, 6, 14, -10, 14, -6
30) CCn1cc(CN2CCCC(C(=O)Nc3ccc(-c4cscn4)cc3)C2)cn1 (centres undefined)
→ -8, 5, -10, -5, -1, 1, 12, 2
31) COc1cc2ncnc(Nc3ccc4c(c3)OCO4)c2cc1OC
→ -11, 2, 2, 16, -1, -18, -17, -11
32) CCN(CC)S(=O)(=O)c1ccc(N2CCOCC2)c(NC(=O)C(C)(C)C)c1
→ 7, 20, -3, 6, -2, 12, -2, -3
33) CSc1nnc2c(n1)OC(c1ccsc1)N(C(C)=O)c1ccccc1-2 (centres undefined)
→ 21, 7, -10, -1, 3, 17, 3, 2
34) CCc1ccc(C(=O)C(C)OC(=O)Cc2n[nH]c(=O)c3ccccc23)cc1 (centres undefined)
→ -67, 6, 3, -19, -10, 26, 16, 2
35) S=C(NCc1ccccc1)NN1CCOCC1
→ 0, 9, 0, 1, 11, 11, 6, 3
36) C/C(=N\NC(=O)c1nnn(-c2nonc2N)c1C(C)C)c1cc(C)sc1C
→ -5, 4, 2, 0, -2, -2, -12, 17
37) O=S(=O)(CCNCc1ccco1)NCc1ccccc1
→ ., 5, -6, 1, ., ., ., 21
38) Cc1ccc(C)c(NC(=O)CCN2CC(C)OC(C)C2)c1 (centres undefined)
→ 10, 1, -3, 4, 4, 7, 9, -3
39) O=C(c1cc2ccccc2[nH]1)N1CCOCC1
→ -14, -7, -1, 1, -4, -20, -16, 2
40) CCCC(=O)Nc1ccccc1Sc1ncnc2scc(-c3ccccc3)c12
→ 15, 22, 17, 14, 2, 7, 18, 16
41) CC1(C)CC(=O)C(N=Nc2ccc(-c3ccccc3)cc2)=C(O)C1
→ -131, 7, 7, 4, -9, -57, 14, -5
42) COCCn1c(SCC(=O)NC2CC2)nnc1-c1ccc(Cl)cc1
→ 16, -2, 5, 1, -4, -5, -7, 4
43) CCC[C@@H]1CCCO[C@@](C(=O)NCCN2CCOCC2)(C(F)(F)F)C1
→ 11, 5, -6, 9, 3, 10, 11, -5
44) O=C(Nc1c(C(=O)O)[nH]c2ccccc12)NC1CCCCC1
→ 1, 4, 7, 2, 5, -13, 12, -1
45) CN(c1ccccc1)S(=O)(=O)c1ccc(C(=O)N2CCN(c3ccccc3F)CC2)cc1
→ 23, 19, -2, -5, 2, 19, 3, -1
46) CCC(=O)N(CCC1(c2ccccc2OC)CCOC(C(C)C)C1)Cc1ccco1 (centres undefined)
→ -14, 29, 13, 9, -8, 12, 23, 9
47) S=C(NNC(=S)Nc1ccccc1)Nc1ccccc1
→ -51, 25, 18, 4, -4, -51, 2, -18
48) Clc1ccccc1Cc1noc(CN2CCSCC2)n1
→ 6, 13, 4, 5, 7, 3, -6, 2
49) C/C(=N\NC(=O)c1c(C)nc2ccccn12)c1ccc(O)cc1O
→ -11, 8, 9, -6, 0, 29, 13, 16
50) COC(=O)Cc1[nH]nc2c1C(C1C=CCCC1)C(C#N)=C(N)O2 (centres undefined)
→ 18, 11, 2, -6, 8, 15, 21, 5
51) C=CCn1c(SCC(=O)Nc2ccc3c(c2)OCO3)nnc1-c1ccccc1O
→ 8, 12, -4, -2, 4, -8, 0, -4
52) Cc1ccc(NC(=O)CN(C)S(=O)(=O)c2cnc[nH]2)cc1C
→ 22, 2, -2, 3, 7, 4, 0, -3
53) Cc1ccc2c(C)nc(Nc3nc(CSc4nc5ccccc5s4)cc(=O)[nH]3)nc2c1
→ ., 13, 27, 11, ., ., ., 29
54) COc1ccc(N(C(=O)c2ccccc2C)S(=O)(=O)c2cccs2)cc1
→ -1, 24, -1, 1, -8, 66*, 5, 46
55) Cc1cc(C)cc(NC(=O)CSc2nc3[nH]ncc3c(=O)[nH]2)c1
→ -4, -25, 1, 0, -4, 13, 3, -36
56) CC(=O)c1c(C)[nH]c(C(=O)OCc2ccccc2)c1C
→ -78, 4, 8, -9, -16, -15, -7, -52
57) COc1ccc(NC(=O)CCNC(=O)c2ccco2)c(OC)c1
→ -7, 11, -7, 1, 1, -15, 6, 1
58) CCOC(=O)CSc1nnc(CNC(=O)c2cccs2)n1-c1cc(OC)ccc1OC
→ 4, 12, -8, 3, -11, -12, -15, -2
59) O=C(CSc1ccc(Cl)cc1)N1CCN(c2ccc(Cl)cc2[N+](=O)[O-])CC1
→ -3, 5, 82*, -1, 0, -13, 19, -3
60) CCC(C)(C)NC(=O)C(c1cccc(OC)c1OC)N(CCOC)C(=O)CCC(=O)Nc1cc(C)on1 (centres undefined)
→ -8, 15, -9, 7, -1, -11, -9, 18

Of the compounds above, two contain a cyano group:
Every second line gives: 697 NFkB inh, CCR6 antag, EBI2 antag, CXCR6 block, UBC13 polyUb, Jurkat NFkB inh, APJ antagonist, Gli-Sufu block
27) N#Cc1ccc(NC(=O)Cn2cnc(S(=O)(=O)N3CCOCC3)c2)cc1
→ 0, -1, -4, -3, -5, 13, -3, -13
50) COC(=O)Cc1[nH]nc2c1C(C1C=CCCC1)C(C#N)=C(N)O2 (centres undefined)
→ 18, 11, 2, -6, 8, 15, 21, 5

(continued)
Every second line gives: 697 NFkB inh, CCR6 antag, EBI2 antag, CXCR6 block, UBC13 polyUb, Jurkat NFkB inh, APJ antagonist, Gli-Sufu block
61) c1ccc(N(c2ccccc2)c2nc(-n3ccnc3)nc(-n3ccnc3)n2)cc1
→ -2, 31, 9, 8, 11, 5, -13, 22
62) C=CCSC(CC)(CC)C(N)=O
→ 3, -1, -4, 3, 10, 2, -6, 11
63) CC1(C)N=C(C(=O)c2ccccc2)N(O)C1(C)O (centres undefined)
→ 4, -4, -5, 6, 3, -4, 8, -1
64) O=C(Nc1nc(-c2cccs2)c(-c2cccs2)s1)C1CCCC1
→ ., 14, 21, 8, ., ., ., 43

Entries listed so far containing a halogen, in the order listed:
Every second line gives: 697 NFkB inh, CCR6 antag, EBI2 antag, CXCR6 block, UBC13 polyUb, Jurkat NFkB inh, APJ antagonist, Gli-Sufu block
1) Cc1ccc(S(=O)(=O)N2CCCC(C(=O)NC3CCCC3)C2)cc1Cl (centres undefined)
→ -7, 16, 7, -2, 4, -13, -3, -4
2) Nc1c(-c2cccc(Cl)c2)cnn1-c1cccc([N+](=O)[O-])c1
→ -52, 22, 11, -6, -2, -26, -1, -22
6) OCCNCCSc1nc(C2CCCCC2)n(-c2ccccc2Cl)n1
→ -8, 10, 6, 15, 28, -3, 6, -2
14) N=C1C(c2ccccc2)=C(O)CN1c1cccc(S(=O)(=O)Nc2cccc(C(F)(F)F)c2)c1
→ 9, 18, -3, -4, 4, -4, -1, 6
21) O=C(COC(=O)CNC(=O)c1ccccc1F)Nc1ccc2c(c1)OCCO2
→ -18, -12, -10, -4, 7, 0, -11, -1
22) O=C(COc1ccc(Br)cc1)Nc1ccc(S(=O)(=O)Nc2ccccn2)cc1
→ -3, 3, 43*, 2, -3, 6, -7, -4
23) Cc1nn(Cc2ccc([N+](=O)[O-])cc2)c(=O)n1-c1cccc(F)c1
→ 17, 1, 8, 1, 10, 7, 7, -5
29) COc1ccc(Br)c(-c2nc(CS(=O)(=O)c3ccc(F)cc3)no2)c1
→ -7, 9, -1, 6, 14, -10, 14, -6
42) COCCn1c(SCC(=O)NC2CC2)nnc1-c1ccc(Cl)cc1
→ 16, -2, 5, 1, -4, -5, -7, 4
43) CCC[C@@H]1CCCO[C@@](C(=O)NCCN2CCOCC2)(C(F)(F)F)C1
→ 11, 5, -6, 9, 3, 10, 11, -5
45) CN(c1ccccc1)S(=O)(=O)c1ccc(C(=O)N2CCN(c3ccccc3F)CC2)cc1
→ 23, 19, -2, -5, 2, 19, 3, -1
48) Clc1ccccc1Cc1noc(CN2CCSCC2)n1
→ 6, 13, 4, 5, 7, 3, -6, 2
59) O=C(CSc1ccc(Cl)cc1)N1CCN(c2ccc(Cl)cc2[N+](=O)[O-])CC1
→ -3, 5, 82*, -1, 0, -13, 19, -3
